Screens: PubChem, several laboratories
PPARg SRC-1 ag: PPARgamma agonists recruiting SRC-1 coactivator, primary screen, biochemical. Peroxisome proliferator-activated receptor gamma (Homo sapiens), P37231. PPARgamma-SRC-1 coactivator recruitment biochemical assay. activation, % at 8 µM. 200,000 compounds, 0.41% hits. AID 631, 2007; in the data active means activation above about 19%;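 further: 0% = DMSO and 100% = reference agonist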
Target sequence (P37231 whole entry, looked up): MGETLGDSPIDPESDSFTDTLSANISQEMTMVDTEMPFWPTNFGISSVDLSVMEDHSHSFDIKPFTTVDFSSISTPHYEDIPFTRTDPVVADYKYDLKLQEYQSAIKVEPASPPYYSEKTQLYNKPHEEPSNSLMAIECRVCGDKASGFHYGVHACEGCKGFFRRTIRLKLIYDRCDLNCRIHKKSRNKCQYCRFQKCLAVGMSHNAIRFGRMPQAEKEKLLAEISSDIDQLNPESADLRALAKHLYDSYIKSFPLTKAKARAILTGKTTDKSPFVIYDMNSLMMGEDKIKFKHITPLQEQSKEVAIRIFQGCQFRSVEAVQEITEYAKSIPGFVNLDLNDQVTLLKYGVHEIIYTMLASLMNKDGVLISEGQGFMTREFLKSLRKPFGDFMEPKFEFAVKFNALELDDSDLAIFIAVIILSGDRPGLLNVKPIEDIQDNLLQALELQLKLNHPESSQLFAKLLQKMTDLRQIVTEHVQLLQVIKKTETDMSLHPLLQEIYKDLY
G6PDH counter: L. mesenteroides G6PDH inhibitors, counter-screen for G6PDH-coupled screening assays, biochemical, Leuconostoc mesenteroides enzyme | inhibition, % at 5 µM | Purified L. mesenteroides G6PDH, diaphorase/resazurin coupled fluorescence, 45 min | 200,000 compounds, 0.12% hits; in the data active means inhibition above about 50%
PMI act: activators of human PMI, primary screen, biochemical, fluorescence intensity, near-Km mannose 6-phosphate. Mannose-6-phosphate isomerase (Homo sapiens), P34949. purified human PMI, coupled resazurin fluorescence, 20 min; hits give high values; 1 = vehicle control, 0 substrate-free wells. activation factor at 20 µM. 190,000 compounds, 0.005% hits. AID 1214, 2008;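 active means activation factor of 2 or more at 20 µM, relative to plate controls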
Target sequence (P34949 whole entry, looked up): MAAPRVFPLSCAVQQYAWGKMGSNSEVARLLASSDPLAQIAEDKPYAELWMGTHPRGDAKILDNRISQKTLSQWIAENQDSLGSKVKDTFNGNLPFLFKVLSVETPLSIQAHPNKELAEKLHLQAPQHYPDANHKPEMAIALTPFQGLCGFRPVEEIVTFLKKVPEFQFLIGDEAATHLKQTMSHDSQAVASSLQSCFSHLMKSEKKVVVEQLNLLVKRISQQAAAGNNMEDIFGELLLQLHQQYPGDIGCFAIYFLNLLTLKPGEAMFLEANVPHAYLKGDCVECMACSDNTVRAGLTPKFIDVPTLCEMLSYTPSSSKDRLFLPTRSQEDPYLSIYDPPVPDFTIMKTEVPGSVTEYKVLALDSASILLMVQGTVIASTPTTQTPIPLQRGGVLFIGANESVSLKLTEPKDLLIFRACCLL
PPARg SRC3 recr: PPARgamma agonists recruiting SRC-3 coactivator, primary screen, biochemical | Peroxisome proliferator-activated receptor gamma (Homo sapiens), P37231 | biochemical PPARgamma/SRC-3 coactivator recruitment assay | activation, % at 8 µM | 200,000 compounds, 0.26% hits | AID 731, 2007; in the data active means activation above about 23%;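 further: 0% = DMSO and 100% = reference agonist; some compounds past the cut are filed as inactive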
Diaphorase inh: diaphorase inhibitors and chemical oxidizers, primary screen, counter-screen for diaphorase-coupled primary assays, biochemical, uHTS, resorufin fluorescence. diaphorase resazurin-to-resorufin fluorescence, NADH, 16 min; bacterial (C. kluyveri) enzyme, not human. inhibition, % at 20 µM. 190,000 compounds, 0.69% hits. AID 1217, 2008;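 active means primary screen inhibition at 20 µM above a set limit, cut at about 50% in these data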;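 further: plate controls were DMSO with full reaction for no effect and wells lacking NADH for full effect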
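Benchmarks: positive control wells lacking NADH, neutral wells with DMSO only. System: bacterial diaphorase enzyme (C. kluyveri). Input: 0.14 U/mL diaphorase, enzyme working solution. Detection: resorufin fluorescence, excitation 544 nm, emission 590 nm. Times: 16-min room-temperature incubation before reading.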
TR-FRET SRC-2 ct: TR-FRET signal artefacts, primary screen, artefact control for PPARgamma SRC-2 agonist project, biochemical; TR-FRET artefact counter-screen; hits give high values; TR-FRET ratio at 8 µM; 200,000 compounds, 0.4% hits; AID 1049, 2008; in the data active means TR-FRET ratio above about 2000; further: inactives centre near 1500
PPARg SRC-2 ag: agonists of PPARg-SRC-2 recruitment, primary screen, biochemical, HTS; Peroxisome proliferator-activated receptor gamma (Homo sapiens), P37231; PPARgamma LBD-SRC-2 recruitment; 200,000 compounds, 0.34% hits; activation, % at 8 µM; in the data active means activation above about 22%;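 further: 0% = vehicle and 100% = reference agonist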
Diaphorase act: compounds boosting diaphorase resazurin reduction – biochemical, uHTS, resorufin fluorescence, counter-screen for diaphorase-coupled primary assays, primary screen; Diaphorase/resazurin coupled assay, 16 min; hits give high values; 1 = vehicle wells, 0 = NADH-free wells; activation factor at 20 µM; 190,000 compounds, 0.005% hits; AID 1229, 2008;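 active means diaphorase activity raised at least twofold by the compound at 20 µM; inactive means activation factor below 2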
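Assay system: Purified diaphorase enzyme from Clostridium kluyveri | Amount: Enzyme 0.07 U/mL final | Dosing: Compound 20 µM once, DMSO 1% | Timing: 16 min reaction at room temperature | Detection: Fluorescence, excitation 544 nm and emission 590 nm | Evaluation: Higher resorufin formation from activation or reduction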
S1P3 antagonist: S1P3 receptor antagonists, primary screen, cell-based; CHO S1P3 NFAT-BLA reporter, FRET fluorescence, antagonist mode; 170,000 compounds, 0.27% hits; inhibition, % at 4.98 µM; AID 485, 2006; Sphingosine 1-phosphate receptor 3 (Homo sapiens), Q99500;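 active means inhibition above the plate cutoff, the mean inhibition of test wells on that plate plus 3 SD, cut at about 28% in these data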;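 further: cells challenged with S1P at its EC80 of 0.8 µM; blue over green emission ratio from cleaved BLA substrate after 4 h stimulation; 0% = S1P-stimulated wells and 100% = unstimulated DMSO-only wells; some compounds past the cut are filed as inactive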
ROMK primary: ROMK potassium channel modulators, primary screen, cell-based, thallium flux, MLSMR library. B-score at 10 µM. AID 1918, 2009. 130,000 compounds, 2% hits. Tet-inducible ROMK, thallium flux fluorescence; actives lie on both sides;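 active means signal ratio slope over the read window, or its plate-corrected B-score, at least 3 SD from the plate mean, either direction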;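 further: B-score of the F/F0 ratio slope over 7 to 12 s after thallium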
PMI act hi M6P: human PMI activators, high substrate, primary screen, biochemical, fluorescence intensity, near-saturating mannose 6-phosphate; Mannose-6-phosphate isomerase (Homo sapiens), P34949; coupled PMI enzyme assay, resazurin fluorescence, 20 min; hits give high values; 1 = untreated enzyme, 0 = substrate-free blank; activation factor at 20 µM; 190,000 compounds, 0.34% hits;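 active means activation factor of 2 or more at 20 µM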
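Material: human phosphomannose isomerase with PGI, G6PDH, diaphorase coupling enzymes; amount: PMI at 15 ng/mL final; also added: Mannose-6-phosphate 1.0 mM (near-saturating) plus 0.22 mM NADP+; incubation: enzyme reaction with compound 20 min at room temperature; signal: resorufin fluorescence (Ex 544/Em 590 nm) from resazurin via diaphorase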
An asterisk follows results filed as active; nt = not tested or not shown.

SMILES	PPARg SRC-1 ag	G6PDH counter	PMI act	PPARg SRC3 recr	Diaphorase inh	TR-FRET SRC-2 ct	PPARg SRC-2 ag	Diaphorase act	S1P3 antagonist	ROMK primary	PMI act hi M6P
C/C(N)=C(/C#N)C(=O)COC(=O)c1cccc2ccccc12	-2	8	0.9	1	5	1680	-2	0.9	3	-0.033	1
CNC(=O)CC(C(=O)O)c1ccc(OC(C)C)cc1 (centres undefined)	2	17	0.9	-5	11	1637	11	0.9	nt	0.2	0.9
COc1cc(C(=O)n2nc(C)cc2C)ccc1O	7	4	1.1	2	0	1660	2	1	nt	0.12	1.1
O=C(Nc1ccc2nn(-c3ccccc3)nc2c1)c1cccs1	7	4	1	-4	-1	1661	9	1	-2	-0.18	1.1
Cc1cc(Oc2ccccc2)nc(NCc2ccccc2)n1	2	3	0.9	4	12	1568	12	0.9	nt	nt	0.9
CCOc1ccccc1NC(=O)Cn1cnc2c(cnn2-c2ccc(C)c(C)c2)c1=O	2	6	0.9	-9	22	1571	2	0.8	-18	nt	0.9
C/C(=N\Nc1ccc(F)cc1F)c1ccc(Br)s1	2	-6	1.7	-1	11	1632	-4	0.9	-3	0.38	2.6*
Cc1cccc(NC(=O)CSc2nnc([C@@H](N)Cc3ccccc3)o2)c1C	7	4	0.9	-1	9	1605	15	0.9	nt	nt	1
CC1=CC(=C2C(=O)c3ccccc3C2=O)C=C(C)O1	10	-1	1	-12	8	1627	0	0.9	-6	nt	1
Cc1nc2sc(C(c3cccc(F)c3)N3CCC(O)CC3)c(O)n2n1 (centres undefined)	5	8	0.9	7	24	1568	0	0.8	-52	0.97	0.9
O=C(NN1S(=O)(=O)c2ccccc2S1(=O)=O)c1ccc(Br)cc1	-7	0	1.8	3	-8	1677	7	1.1	-12	0.6	1.8
O=C(NCc1nnc(SCC(=O)N2CCc3ccccc32)o1)c1ccco1	2	1	1	5	10	1656	-6	0.9	-3	-1	1
COC(=O)[C@@H](N)CS	1	7	0.9	1	-6	1428	-7	1.1	-6	nt	1.4
CC1CCc2c(sc(N)c2C(N)=O)C1 (centres undefined)	-1	-14	1	-4	24	1337	-11	0.8	-62	nt	1.2
COc1ccc(S(=O)(=O)N(CC(=O)Nc2ccc(S(=O)(=O)N3CCOCC3)cc2)Cc2ccc(F)cc2)cc1	-3	-4	0.8	-4	24	1424	-10	0.8	-9	-0.39	0.9
O=C(Nc1ccn(Cc2ccc(Cl)cc2)n1)c1ccc2c(c1)OCO2	3	14	0.9	-1	16	1419	7	0.8	-9	nt	0.9
O=C(Nc1nc(-c2ccccc2)cs1)c1ccccc1NS(=O)(=O)c1ccc(F)cc1	4	-3	1	1	32	1372	5	0.7	23	-1.1	1
COC(=O)c1ccc(S(=O)(=O)N2CCC(c3nc4ccccc4o3)CC2)cc1	2	1	1	6	7	1647	2	0.9	nt	0.28	1
CCOc1ccc2nc(SC3CC(=O)N(c4ccc(OC)cc4)C3=O)sc2c1 (centres undefined)	-6	3	0.9	4	17	1642	-1	0.8	nt	nt	0.9
N#CC(C(=O)CCN1C(=O)C2CC=CCC2C1=O)c1nc2ccccc2[nH]1 (centres undefined)	1	-5	0.8	4	31	1724	9	0.7	-11	nt	0.8
CCn1c(SCC(=O)c2[nH]c(C)c(C(C)=O)c2C)nnc1-c1ccccc1	5	-1	1.1	2	12	1699	7	0.9	nt	nt	1
O=S1(=O)N=C2CCCCCN2C(c2ccncc2)N1 (centres undefined)	3	-5	1.1	10	8	1598	6	0.9	-8	nt	1.1
CCOc1cc(C2C(C#N)=C(N)OC(C)=C2C(C)=O)c(Br)c(Br)c1OC(C)C (centres undefined)	1	18	1.1	12	28	1681	12	0.7	nt	-3.6*	0.8
COc1ccc(NC(=O)CSc2nncn2C)c([N+](=O)[O-])c1	-2	-2	1	0	12	1513	-4	0.9	nt	nt	1
COc1ccccc1NC(=O)c1cc(S(=O)(=O)N2CCC3(CC2)OCCO3)ccc1F	7	2	0.8	-19	29	1675	-1	0.7	nt	-0.34	0.9
O=C1N/C(=C\c2ccc(O)cc2)C(=O)c2ccccc21	3	15	0.9	1	11	1402	7	0.9	nt	0.24	0.6
O=C(Cn1nnc(-c2cccs2)n1)NCCc1ccccc1	0	6	1.1	0	0	1516	-7	1	nt	nt	1.1
N/C(=N\OC(=O)c1ccc(Cl)cc1Cl)c1cccnc1	-7	4	1	0	14	1334	-4	0.9	-15	-0.37	1
O=C(Nc1ccc([N+](=O)[O-])cc1)Nc1ccc(N2CCOCC2)c2nonc12	2	20	0.7	-1	31	1522	3	0.7	1	-0.52	0.4
Cc1nnc(SCc2c(Cl)cccc2Cl)n(N)c1=O	5	4	1	0	8	1323	-7	0.9	0	-2.9*	1
CN1CCN(C2=Nc3c(Cl)cc(Cl)c4cccc2c34)CC1	6	2	1	4	17	1921	12	0.8	28	-2.9	0.6
COc1ccc(Nc2ncc(F)c(N3CCOCC3)n2)cc1	8	-1	0.9	-2	10	1672	1	0.9	2	-0.42	1
Cc1c(N2C(=O)C(=O)/C(=C(/O)c3ccc(Cl)cc3)C2c2ccccc2)c(=O)n(-c2ccccc2)n1C (centres undefined)	9	5	1	4	7	1507	11	0.9	-3	-0.41	1
CC(C)(C)NC(=O)CN(Cc1cccs1)C(=O)CNS(=O)(=O)c1ccccc1	-3	2	1	4	11	1381	-8	0.9	nt	0.16	1
CC(Nc1c([N+](=O)[O-])c(=O)oc2ccccc12)C(Cl)c1ccccc1 (centres undefined)	5	6	1	2	11	1564	2	0.9	nt	nt	1
COc1cc2nc(CN(C)CC(=O)Nc3ccc(N4CCOCC4)cc3)[nH]c(=O)c2cc1OC	nt	12	1	nt	10	nt	nt	0.9	-14	nt	0.9
COc1cccc(CNC(=O)Cn2cc3c(n2)CCCCC3)c1	nt	5	1	nt	8	nt	nt	0.9	-9	nt	1.1
Cc1sc2c(c1C)CN(CCN1CCOCC1)CN2C(=O)c1ccccc1	-1	8	0.9	-1	7	1378	-12	0.9	-13	-0.54	0.8
NS(=O)(=O)c1ccc(N=Cc2ccc(Br)s2)cc1	-1	2	1.1	2	9	1562	-1	0.9	7	nt	1.1
COc1cc(SC)ccc1C(=O)NCCCOC(C)C	-4	-2	0.9	6	10	1453	-2	0.9	4	0.43	0.9
CC(C)CNC(=O)CC(=O)N/N=C/c1ccc(F)cc1	-2	6	0.9	2	9	1667	13	0.9	5	0.46	0.9
Fc1ccc(CNC(=S)NC2CCCCCC2)cc1	-3	4	1	1	6	1356	-1	0.9	-17	-0.66	1
COc1ccc(C(=O)Nc2ccc(S(=O)(=O)N3CCCCC3)cc2)cc1OC	-1	5	0.9	-8	9	1649	12	0.9	13	nt	1
O=C(CN1CCCCCC1)Nc1cccc2c1OCO2	0	3	1	2	15	1662	-2	0.9	-46	-0.65	0.9
O=C(CCN1C(=O)c2ccccc2S1(=O)=O)Nc1ccccc1	-8	-3	1	0	4	1380	1	1	-13	nt	1

In another format: results already given.
> Cc1c(N2C(=O)C(=O)/C(=C(/O)c3ccc(Cl)cc3)C2c2ccccc2)c(=O)n(-c2ccccc2)n1C (centres undefined)
  PPARg SRC-1 ag: 9 | G6PDH counter: 5 | PMI act: 1 | PPARg SRC3 recr: 4 | Diaphorase inh: 7 | TR-FRET SRC-2 ct: 1507 | PPARg SRC-2 ag: 11 | Diaphorase act: 0.9 | S1P3 antagonist: -3 | ROMK primary: -0.41 | PMI act hi M6P: 1
> COc1cc(SC)ccc1C(=O)NCCCOC(C)C
  PPARg SRC-1 ag: -4 | G6PDH counter: -2 | PMI act: 0.9 | PPARg SRC3 recr: 6 | Diaphorase inh: 10 | TR-FRET SRC-2 ct: 1453 | PPARg SRC-2 ag: -2 | Diaphorase act: 0.9 | S1P3 antagonist: 4 | ROMK primary: 0.43 | PMI act hi M6P: 0.9
> COc1ccc(C(=O)Nc2ccc(S(=O)(=O)N3CCCCC3)cc2)cc1OC
  PPARg SRC-1 ag: -1 | G6PDH counter: 5 | PMI act: 0.9 | PPARg SRC3 recr: -8 | Diaphorase inh: 9 | TR-FRET SRC-2 ct: 1649 | PPARg SRC-2 ag: 12 | Diaphorase act: 0.9 | S1P3 antagonist: 13 | ROMK primary: nt | PMI act hi M6P: 1

Other structures follow:
SMILES	PPARg SRC-1 ag	G6PDH counter	PMI act	PPARg SRC3 recr	Diaphorase inh	TR-FRET SRC-2 ct	PPARg SRC-2 ag	Diaphorase act	S1P3 antagonist	ROMK primary	PMI act hi M6P
Cc1ccc(C)n1C1CCS(=O)(=O)C1 (centres undefined)	5	-1	1	1	10	1689	3	0.9	-10	0.25	0.9
COc1ccc2c(c1)[nH]c1c(=O)n(/N=C/C3C(C)C=C(C)CC3C)c(=O)[nH]c12 (centres undefined)	-1	-4	1.1	1	-1	1269	-5	1	-5	-0.026	1
COc1ccc(/C=N/NC(=O)CSCC(=O)Nc2ccccc2)cc1OC	0	-2	1.1	-3	-2	1549	6	1	nt	nt	1.1
COc1ccc(-c2cn3ccccc3n2)cc1OC	-2	-5	1	8	14	1625	5	0.9	12	0.42	1
CC(O)/C=C/c1cccc[n+]1C (centres undefined)	5	17	1.2	0	7	1591	8	0.9	-1	nt	1.3
S=C(Nc1ccc(Oc2ccccc2)cc1)N1CCN(c2ccccn2)CC1	-7	4	0.9	-2	9	1419	-5	0.9	-15	2.6*	0.9
